p53 reactivation: restores transcriptional activity of mutant p53; hit rate 0.063% among 320,000; AID 504706; H1299 p53-A138V BP100-luciferase reporter, luminescence, 24 h; Potency, µM (series often up to 92.2 µM), for inactives: at the highest dose activity change, positive = activation, actives largely listed as activators; further: potency means the concentration at half of the fitted maximal effect; % of control where 0% means no effect; nearly all actives have a fitted effect of over 45% in size
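H1299 (p53-null), stable ts p53-A138V + BP100-Luc; 1000 cells/well, Opti-MEM/10% FBS; cpd 4 pt, 1:5; 24 h, 37 deg C, 5% CO2; detection reagent 10 min RT; luminescence.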
B2AR arrestin: recruits beta-arrestin to the human beta2-adrenergic receptor | AID 492947 | Potency, µM (series often up to 46.1 µM), without a hit: at the top dose activation, hits mostly activators | hit rate 0.02% among 330,000 | beta-arrestin recruitment to beta2AR, cell-based reporter | P07550;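 further: potency means the concentration at half of the fitted maximal effect; 0% = DMSO controls and full agonism = EC100 isoproterenol or metaproterenol; nearly all actives have a fitted effect of over 65% in size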
TRPV1 ag: agonists of human vanilloid receptor 1 (TRPV1); activation, % at 8.33 µM; TRPV1-expressing cells, Fluo-8 calcium influx, agonist mode; Q8NER1; hit rate 0.19% among 320,000; in the data active means activation above about 80%; inconclusive means between about 30% and that limit; further: 0% is about no effect
Target sequence (Q8NER1 whole entry, looked up): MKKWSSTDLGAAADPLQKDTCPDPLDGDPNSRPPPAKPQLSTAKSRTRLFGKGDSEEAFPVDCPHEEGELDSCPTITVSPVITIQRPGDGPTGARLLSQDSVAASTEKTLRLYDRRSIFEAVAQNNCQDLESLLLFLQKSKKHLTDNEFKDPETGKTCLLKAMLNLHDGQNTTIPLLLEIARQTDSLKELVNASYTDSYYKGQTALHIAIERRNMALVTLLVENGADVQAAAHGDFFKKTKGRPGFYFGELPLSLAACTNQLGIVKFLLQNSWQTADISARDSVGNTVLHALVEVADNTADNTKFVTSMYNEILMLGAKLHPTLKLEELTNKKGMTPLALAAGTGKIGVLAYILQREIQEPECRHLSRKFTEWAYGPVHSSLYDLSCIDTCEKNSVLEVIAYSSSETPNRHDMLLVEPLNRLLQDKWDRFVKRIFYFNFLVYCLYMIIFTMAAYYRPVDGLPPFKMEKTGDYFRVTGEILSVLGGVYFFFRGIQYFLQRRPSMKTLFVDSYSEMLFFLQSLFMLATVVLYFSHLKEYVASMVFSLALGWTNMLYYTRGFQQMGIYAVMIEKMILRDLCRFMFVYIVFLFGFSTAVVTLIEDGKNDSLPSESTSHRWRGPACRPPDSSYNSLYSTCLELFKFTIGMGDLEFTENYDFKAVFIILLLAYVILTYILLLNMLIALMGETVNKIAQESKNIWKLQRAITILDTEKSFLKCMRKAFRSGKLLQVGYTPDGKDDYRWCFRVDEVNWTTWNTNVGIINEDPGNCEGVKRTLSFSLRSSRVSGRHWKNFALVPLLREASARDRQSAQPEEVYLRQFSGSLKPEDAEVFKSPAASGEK
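TRPV1-expressing cells were cultured overnight at 35.5C and loaded with Fluo-8 calcium dye for 40 to 90 min at room temperature. After a 10 s baseline, compound was added and calcium influx was read kinetically for 3 min (ex 480/em 520 nm).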
TCR act: T cell receptor activation | primary human leukocytes, anti-CD3, IL-2 HTRF, 48 h | Potency, µM (titrated, usually from 9.22 µM), for the others: top-dose activation of IL-2 secretion, hits mostly activators | 330,000 tested, under 10 active | AID 504894; further: % of control where 0% means no effect
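1) Mix primary human leukocytes, a-CD3 beads and compound. 2) Incubate 48 hr. 3) Add HTRF IL-2 reagents (a-IL-2-K, a-IL-2-d2).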
ELG1 repair inh: inhibitors of ELG1-dependent DNA repair in HEK293T cells | HEK293T ELG1-luciferase reporter, luminescence, 16 h; DNA damage induced by 5-fluorouridine | Potency, µM (doses to about 46.1 µM), inactives show top-dose activity change, negative = inhibition, actives largely listed as inhibitors | hit rate 2.3% among 330,000; further: potency means the concentration at half of the fitted maximal effect; on the % scale 0 is the no-effect control and ±100 the full control effect; nearly all actives have a fitted effect of over 55% in size
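Reporter activity after DNA damage by 5-fluorouridine is monitored. Compound-treated cells incubate 16 hr at 37 °C, then ONE-Glo is added for 30 min before luminescence reading.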
A-T KAP1 phos: candidate therapy for ataxia-telangiectasia; […] A-T fibroblasts, KAP-1 phosphorylation AlphaLISA; neocarzinostatin DNA damage 30 min before lysis; Potency, µM (top dose mostly 57.5 µM), without a hit: at the highest dose activation, most hits filed as activators; hit rate 0.19% among 320,000; further: potency means the concentration at half of the fitted maximal effect; % of control where 0% means no effect; nearly all actives have a fitted effect of over 45% in size
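hTERT-immortalized A-T patient fibroblasts ([…]), 500 cells/well in OPTI-MEM, 1% FBS, got compounds for 60 min, then NCS for 30 min at 37C. Lysates were then assayed for phospho-KAP-1 by AlphaLISA (anti-pKAP1 donor, anti-KAP1 acceptor beads), 6 hr at 25C.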
BRCA1 expr act: BRCA1 expression activation | MCF7-BRCA1-FFLuc reporter, luminescence, 48 h; response scale: scaled: vehicle 0%, 10 µM genistein 100% | Potency, µM (doses to about 46.1 µM), for inactives: top-dose activation, most hits filed as activators | hit rate 1.1% among 380,000 | AID 624202; further: potency means the concentration at half of the fitted maximal effect; nearly all actives have a fitted effect of over 80% in size; some results filed as inactive show a strong effect at the top dose
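Reporter cells (MCF7, BRCA1 promoter-firefly luciferase) received library compounds across a concentration series for 48 h. End-point luminescence was measured and concentration-effect curves derived after normalization.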
PTAP TSG101 blk: blocks PTAP/TSG101 interaction to inhibit HIV-1 budding. Fluorescence polarization, FITC-PTAP peptide / Tsg101 binding. Q99816. Potency, µM (top dose mostly 115 µM), for the others: at the highest dose activity change, negative = inhibition, actives largely listed as inhibitors. 340,000 tested, under 10 active. AID 493005; active means well fitted inhibition curve with a large enough effect in the main read-out, with a control signal flat, not every such curve was filed as active; inconclusive means small, poorly fitted or top-dose-only effect, or effect the other way, or a change in a side signal; inactive means no such curve, though single readings can be large or run the other way; further: potency means the concentration at half of the fitted maximal effect; % of control where 0% means no effect
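Compounds were pin-transferred onto Tsg101 binding domain (10 uM final) in HEPES pH 7.5 buffer, then FITC-PTAP peptide was added at 50 nM final. After 20 min at RT, polarization reported peptide displacement across a qHTS concentration series.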
MLL CXXC-DNA inh: blocks binding of human MLL CXXC domain to DNA; Potency, µM (highest dose often 115 µM), without a hit: at the highest dose activity change, negative = inhibition, usual class: inhibitors; hit rate 0.037% among 290,000; MLL-CXXC / FITC-HOXA9 DNA fluorescence polarization; AID 2662; Q03164; active means well fitted inhibition curve with a large enough effect in the polarisation, with a control signal flat, not every such curve was filed as active; inconclusive means small, poorly fitted or top-dose-only effect, or effect the other way, or a change in a side signal; inactive means no such curve, though single readings can be large or run the other way; the % refers to the polarisation; further: potency means the concentration at half of the fitted maximal effect
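Steps: dispense CXXC domain solution (7 uM) → pin compounds or unlabeled HOX-A9 DNA control → 5 min ambient → add FLSN-HOX-A9 solution (50 nM) → spin → 30 min ambient → fluorescence polarization. Tris pH 7.5/NaCl/DTT/BSA buffer.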
Integrin act MD: activates integrin-mediated alleviation for muscular dystrophy | hit rate 0.064% among 350,000 | alpha7betagal myoblasts, beta-gal FDG fluorescence, 48 h | Potency, µM (highest dose often 38.3 µM), inactives show top-dose activation, usual class: activators;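 further: potency means the concentration at half of the fitted maximal effect; 100% = response of the positive control SU9516; nearly all actives have a fitted effect of over 60% in size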
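alpha7betagal+/- myoblasts (passage 13, 250/well) treated 48 h at 37C with compounds at 1:260 dilution of DMSO stock. Lysed, then beta-galactosidase activity read as FDG fluorescence (ex 480/em 540) after 30 min, with pre-read for autofluorescence.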
The depositor's hits bear a star; ? = inconclusive; nt = no result given; [ ] = remark or other dose. Unless noted, the call rests on the fitted dose curve; in most records, active means well fitted curve in the direction sought with a large enough effect; inconclusive means small, poorly fitted or top-dose-only effect, or another doubt; inactive means no such curve, though single readings can be large; an effect the other way counts as inactive or inconclusive. An unsorted share of the library; any-hit rate near 3.8%.

SMILES	p53 reactivation	B2AR arrestin	TRPV1 ag	TCR act	ELG1 repair inh	A-T KAP1 phos	BRCA1 expr act	PTAP TSG101 blk	MLL CXXC-DNA inh	Integrin act MD
Cc1nc2ncnn2c(N2CCN(c3cccc(C(F)(F)F)c3)CC2)c1C	-7%	-0.1%	0	-5%	?	2%	-68%	-6%	19%	-22%[7.66 µM]
COc1cc(CC(=O)Nc2nc(-c3ccc(F)c(F)c3)cs2)cc(OC)c1OC	-8%	-0.3%	9	13%	-26%	-1%	-71%	-10%	12%	-48%[inhibitor]
CC(NC(=O)C(=O)NN=C1CCC(C(C)(C)C)CC1)c1ccccc1 (stereo unspecified)	-2%	-0.9%	-2	-7%[46.1 µM]	?	-5%	-15%	-6%	6%	-15%
Cc1nc2cc(C(=O)OCC(=O)NC(C)C(C)C)ccc2n1-c1ccccc1 (stereo unspecified)	10%	2.4%	-1	-1%[46.1 µM]	?	nt	-6%	-1%	-4%	-9%
COc1ccc2c(c1)sc(=NC(=O)CS(=O)(=O)c1ccc(F)cc1)n2C	20%	0.0%	0	0%	?	7%	-1%	-3%	nt	-36%
O=C(COC(=O)CCC1CCCC1)Nc1nc2c(F)c(F)c(F)cc2s1	1%	-0.3%	1	1%[46.1 µM]	6%	0%	1%	1%	1%	1%
Cn1c(-c2ccc(F)cc2)cnc1SCC(=O)NCc1ccco1	2%	-0.5%	-4	-2%	-1%	-16%	0%	-9%	-7%	-22%
CCOc1ccc(OCc2ccc(C(=O)N3CCCC(C)C3)cc2)cc1 (stereo unspecified)	0%	-0.2%	2	2%	?	3%	87%	-6%	18%	-55%[inhibitor]
CC1=C(C(=O)OCc2ccccc2)C(c2ccc(-c3ccccc3)cc2)NC(=O)N1CCCCCC(=O)O (stereo unspecified)	1%	-0.9%	5	-12%	?	?	0%	-7%	5%	-22%
COc1cc(NC(=S)N2CCN(c3ccccn3)CC2)c(OC)cc1Cl	7%	-0.2%	-7	3%	-16%	nt	-17%	-6%	-10%	-9%
Cc1ccc(CN2CCN(Cc3ccon3)CC2CCO)cc1 (stereo unspecified)	1%	-0.5%	-4	0%	15%	3%	9%	0%	-1%	-20%
O=C(Cc1ccc([N+](=O)[O-])cc1)Nc1ccc2c(c1)OCO2	3%	-0.1%	29	-2%	7%	-5%	0%	0%	1%	13%
O=[N+]([O-])c1ccc(Oc2ccc(S(=O)(=O)N3CCOCC3)cn2)cc1	1%	0.5%	1	1%	-10%	7%	-27%	-3%	nt	2%
COc1ccc(CCNC(=O)C2CCN(C(=O)c3cccs3)CC2)cc1	3%	0.1%	-4	0%	-16%	2%	-9%	-4%	-3%	6%
CCC(=O)Nc1nnc(S(=O)(=O)N(C)c2ccccc2)s1	0%	0.3%	1	6%	-2%	-5%	-2%	1%	?	4%
Cc1cc([N+](=O)[O-])ccc1NCc1ccco1	-3%	0.2%	2	-3%	17%	3%[11.5 µM]	-26%	-1%	-6%	-24%
O=C(CN1CCC(O)(c2ccc(F)cc2)CC1)NCc1ccc(F)cc1	-4%	0.0%	5	-9%	0%	5%	4%	-3%	2%	-13%
CCc1nnc(NC(=O)CSc2nnc(C3CCCCC3)n2-c2cccc(Cl)c2)s1	-4%	0.3%	0	2%[46.1 µM]	-9%	-1%	-12%	-6%	8%	-50%[inhibitor]
CN=C1S/C(=C\c2cn(CC(=O)OC)c3ccccc23)C(=O)N1C	10%	-0.1%	4	1%	-6%	1%	-42%	-1%	19%	-8%
COc1cc(-c2nnc3sc(Cc4ccc(Cl)cc4)nn23)cc(OC)c1OC	nt	nt	nt	6%	nt	nt	-51%	-4%	nt	-6%
COc1ccc(-c2noc(CSc3nc4ccccc4c(=O)n3-c3ccc(C)cc3)n2)cc1	1%	0.0%	-2	-8%	-1%	7%	-1%	-2%	16%	-10%
N#C/C(=C/c1cn(-c2ccccc2)nc1-c1cccc(OCc2ccc(F)cc2)c1)C(=O)NCCCn1ccnc1	-9%	0.1%	?	8%[46.1 µM]	15µM*	-10%	-79%	0%	9%	-56%[inhibitor]
CN(CC(=O)Nc1ccc(F)c(F)c1)S(=O)(=O)c1cccc2nsnc12	-5%	-0.2%	2	-8%	-10%	-6%	-1%	-8%	6%	-7%
O=C(CN1C(=O)c2ccccc2S1(=O)=O)Nc1ccccn1	0%	-0.2%	1	13%	-12%	8%	2%	-4%	nt	0%
CS/C(N)=N/S(=O)(=O)c1ccc(NC(C)=O)cc1	3%	-0.5%	-3	5%	8%	11%	9%	-1%	5%	5%
CCc1ccc(-c2ccc(C(=O)O)cc2)nc1	?	-4.5%	2	4%	?	8%	68%	-1%	15%	22%
CNc1nc(Nc2ccccc2)nc(OCC(F)(F)F)n1	0%	-0.5%	21	0%	-2%	4%	1%	-7%	10%	9%
O=C(Nc1nc(-c2cccs2)cs1)c1ccc([N+](=O)[O-])o1	1%	-0.5%	?	1%	-1%	8%	-82%	-3%	nt	-20%
Cc1cc(NC(=O)COC(=O)C2CC(=O)N(c3cccc(C)c3C)C2)no1 (stereo unspecified)	-5%	0.1%	0	-2%	-1%	7%	6%	-9%	11%	?
CC(=O)N1CCN(CC(O)COc2ccc(Br)cc2)CC1 (stereo unspecified)	nt	-0.7%	1	1%	-5%	-1%	-4%	-3%	3%	?
COc1ccccc1NC(=S)NC(=O)CC(C)C	7%	0.0%	17	1%	8%	3%	-32%	0%	-1%	8%
O=C(NCC1CCCN1S(=O)(=O)c1cccs1)c1ccc(Cl)cc1 (stereo unspecified)	-4%	0.0%	7	-4%	-7%	18%	-13%	-6%	nt	-13%
NC(=O)c1ccsc1NC(=O)c1nc(-c2ccccc2)n(-c2ccccc2)n1	8%	1.9%	21	0%	18µM*	7%	-23%	-6%	12%	15%
CCCCC(=O)Nc1ncc(Br)s1	?	0.0%	3	-1%	-2%	4%	45%	-3%	2%	8%
COc1ccc(S(=O)(=O)N2CCC(C(=O)NC3CC(C)(C)NC(C)(C)C3)CC2)cc1	-6%	0.2%	2	-1%	-1%	3%	-1%	-7%	0%	-14%
CCn1c(SCC(=O)NCC2CCCO2)nc2cc(S(=O)(=O)N3CCCCC3)ccc21 (stereo unspecified)	-5%	0.2%	0	3%	4%	9%	4%	-8%	-2%	6%
C/C(=N\NC(=O)Cc1ccc(Cl)cc1)c1ccc(F)cc1	nt	0.8%	-1	nt	-9%	-1%	2%	-2%	0%	0%
c1ccc(N2N=C(c3cccs3)CC2c2ccco2)cc1 (stereo unspecified)	-10%	0.0%	6	-1%	7%	28µM*	-14%	0%	-4%	-25%
NC(=O)C1CCN(C2CC(=O)N(c3cccc(F)c3)C2=O)CC1 (stereo unspecified)	-19%	-0.2%	-3	-6%	4%	-5%	-12%	-4%	-3%	-21%
Cc1ccc(S(=O)(=O)N(CCCc2c(C)nc[nH]c2=O)c2ccccc2)cc1	nt	nt	nt	6%	nt	nt	-1%	-1%	nt	17%
O=C(CSc1nc(N2CCCCC2)nc(N2CCCCC2)n1)c1ccccc1	-4%	0.1%	2	0%	0%	10%	-35%	-7%	1%	-17%
CCCN1CCC(NC(=O)Cc2ccccc2OC)CC1	?	-0.3%	0	0%	-10%	-1%	-2%	-3%	9%	4%
C=C(C)C1CC=C(C)/C(=N/NC(=O)c2cccc([N+](=O)[O-])c2)C1 (stereo unspecified)	3%	-0.2%	17	1%[46.1 µM]	8%	0%	-41%	-3%	-2%	-21%
Cn1c(=O)c2c(nc(N3CCc4ccccc4C3)n2C)n(C)c1=O	-1%	-0.1%	15	-3%	?	-1%	-37%	1%	13%	2%
COc1ccccc1/C=C/C(=O)NC(=S)NCC1CCCO1 (stereo unspecified)	-2%	-1.1%	-3	10%	?	6%	-29%	-6%	-9%	-39%
Cc1c(Cl)cccc1-n1c(SCC(=O)N(C)Cc2ccccc2)nnc1-c1ccncc1	-1%	-0.1%	5	-2%	-18%	6%	-1%[1.84 µM]	-6%	0%	-20%
COc1ccc(C2OC(=O)CC2C(=O)NCc2ccc(Cl)cc2)cc1OC (stereo unspecified)	14%	0.2%	-2	3%	?	4%	8.9µM*	0%	6%	-19%
CC(C)N1CC23C=CC(O2)C(C(=O)OCc2ccccc2)C3C1=O (stereo unspecified)	-2%	-0.6%	0	-4%[46.1 µM]	4%	-3%	5%	-7%	10%	9%
Cc1nn(Cc2ccccc2)c(C)c1C(=O)N1CCN(S(=O)(=O)/C=C/c2ccccc2)CC1	-3%	0.0%	3	61%	0%	-2%	7%	-1%	nt	-15%
CCOCc1cn(CC(=O)c2ccc(Cl)cc2)c(C)nc1=N	-5%	-0.3%	-1	13%	-11%	-3%	31%	0%	1%	12%
